# Bioassay records: PubChem BioAssay, several laboratories
# Tn7 DDE FP – inhibitors of Tn7 peptide binding to fibrin DD(E), primary screen, biochemical, fluorescence polarization, human fibrin, Tn7 probe. AID 720508, 2013. inhibition, % at 8.3 µM. 0.13% of 370,000 active. Fibrinogen beta chain (Homo sapiens), P02675. FP displacement of FITC-Tn7 peptide from fibrin DD(E); 0% = median of compound wells per plate;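 active means inhibition above the mean of compounds falling within the control limits plus 3 SD of them, cut at about 14% in these data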;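 further: 0% = plate median of compound wells and 100% = 10 µM Aha-Tn7 peptide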
#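 assay system = human clot-derived fibrin DD(E) complex | quantity = Fibrin-DD(E) at 2 µM final | timing = 10 min preincubation, 3 h with tracer, room temperature | signal = fluorescence polarization | measure = percent inhibition | benchmarks = high control wells with 10 µM unlabelled Aha-Tn7 peptide (full inhibition) | replicates = singlicate testing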
# Tn6 DDE FP – inhibitors of Tn6 peptide binding to fibrin DD(E), primary screen, biochemical, fluorescence polarization, human fibrin, Tn6 probe; Fibrin DD(E) TRITC-Tn6 fluorescence polarization displacement; inhibition, % at 8.3 µM; Fibrinogen beta chain (Homo sapiens), P02675; 0.21% of 370,000 active; AID 720509, 2013;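 active means inhibition above a per-campaign cutoff: mean of compounds within control limits plus 3 SD, cut at about 15% in these data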;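 further: 0% = median of all compound wells on the plate and 100% = blocking peptide control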
# Rev-erbA mod – modulators of Rev-erb alpha DNA binding, primary screen, biochemical, FITC-DNA, fluorescence polarization, uHTS; Rev-erbα–FITC-DNA binding, 90 min; 0.79% of 370,000 active; activity, % at 10 µM; AID 1259318, 2017; Nuclear receptor subfamily 1 group D member 1 (Homo sapiens), P20393;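 active means activity above about 14%, limit read from the data; passing the limit was not always enough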;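 further: 0% = DMSO wells with 35 nM protein and 100% = DMSO wells with 750 nM protein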
# sPLA2-III inh – human group III sPLA2 inhibitors, primary screen, biochemical, QFRET, BODIPY PC-A2 liposome substrate. 0.56% of 370,000 active. Group 3 secretory phospholipase A2 (Homo sapiens), Q9NZ20. inhibition, % at 12.2 µM. QFRET BODIPY PC-A2 liposome hydrolysis, fluorescence;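 active means inhibition above mean plus 3 SD of compounds lying within the high and low control bounds, cut at about 19% in these data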;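 further: 0% = median of test compound wells and 100% = no enzyme DMSO wells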
# PLC-gamma1 inh – PLC-gamma1 enzyme inhibitors, primary screen, biochemical, fluorescence, purified enzyme. fluorogenic substrate. inhibition, % at 12.2 µM. 1-phosphatidylinositol 4,5-bisphosphate phosphodiesterase gamma-1 (Homo sapiens), P19174. 0.84% of 370,000 active; in the data active means inhibition above about 9.5%
# KLK7 zymogen act – proKLK7 zymogen activators, primary screen, biochemical, fluorescence intensity; purified proKLK7, EDANS-DABCYL substrate fluorescence; 100% is mature enzyme control, 0% vehicle; activation, % at 7 µM; 0.9% of 370,000 active; AID 652039, 2013;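 active means activation above the mean of all tested compounds plus 3 SD, computed per campaign excluding outliers beyond control limits, cut at about 13% in these data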
# Target sequence (P49862 whole entry, looked up): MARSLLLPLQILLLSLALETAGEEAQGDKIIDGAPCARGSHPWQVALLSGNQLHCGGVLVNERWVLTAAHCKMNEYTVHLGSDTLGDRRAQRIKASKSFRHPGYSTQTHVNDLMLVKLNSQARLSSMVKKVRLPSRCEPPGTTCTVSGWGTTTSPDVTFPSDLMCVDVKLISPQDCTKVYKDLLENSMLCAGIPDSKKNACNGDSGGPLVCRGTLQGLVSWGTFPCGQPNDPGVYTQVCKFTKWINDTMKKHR
# ARFGAP1 inhibitor – inhibitors of rat ARFGAP1 GAP activity, primary screen, biochemical, fluorescence polarization, GDP tracer | ADP-ribosylation factor GTPase-activating protein 1 (Rattus norvegicus), Q62848 | 0.26% of 360,000 active | inhibition, % at 16.5 µM | Arfgap1-stimulated ARF1 GTP hydrolysis, GDP FP detection | AID 651572, 2012;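 active means inhibition above a per-plate limit, mean inhibition of low control wells plus 3 SD, cut at about 25% in these data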;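 further: 0% = DMSO wells with enzyme and 100% = wells lacking Arfgap1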
# Target sequence (Q62848 1-136 limits assumed): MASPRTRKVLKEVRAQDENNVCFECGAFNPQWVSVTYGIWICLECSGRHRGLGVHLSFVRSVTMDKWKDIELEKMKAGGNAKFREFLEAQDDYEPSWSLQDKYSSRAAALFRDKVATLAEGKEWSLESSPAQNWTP
#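 material = rat Arfgap1 catalytic domain, aa 1-136 | also added = human ARF1(Δ1-17)-GTP substrate | compound dosing = one concentration, 16.5 µM, DMSO 1.26% | times = GTP hydrolysis reaction 2 h at 25 °C | measured by = FP, GDP Alexa 633 tracer displaced from anti-GDP antibody, 620/688 nm | evaluation = percent inhibition of Arfgap1-stimulated GTP hydrolysis | replication = single well per compound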
# UHRF1 binding – UHRF1 methylated DNA binding inhibitors, primary screen, counter-screen for MBD2 inhibitor project, biochemical, TR-FRET, human UHRF1, single concentration; AID 687016, 2013; E3 ubiquitin-protein ligase UHRF1 (Homo sapiens), Q96T88; 0.75% of 370,000 active; inhibition, % at 4.4 µM; UHRF1 binding to methylated oligo; in the data active means inhibition above about 21%;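 further: UHRF1 SRA domain binding a hemimethylated CpG hairpin DNA probe; 0% = median of test compound wells and 100% = reference inhibitor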
# PLC-beta3 inh – human PLC-beta3 inhibitors, primary screen, biochemical, fluorescence; 1-phosphatidylinositol 4,5-bisphosphate phosphodiesterase beta-3 (Homo sapiens), Q01970; Purified PLC-beta3, fluorogenic substrate; inhibition, % at 12.2 µM; 0.18% of 370,000 active; AID 720704, 2013; in the data active means inhibition above about 11%;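 further: 0% = median of compound wells on plate and 100% = full blocker control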
# ASAP1 GAP inh – inhibitors of human ASAP1 ArfGAP activity, primary screen, biochemical, fluorescence polarization. Arf-GAP with SH3 domain, ANK repeat and PH domain-containing protein 1 (Homo sapiens), …. ASAP1-stimulated ARF1 GTP hydrolysis, GDP FP detection. inhibition, % at 16.5 µM. 0.19% of 360,000 active; in the data active means inhibition above about 25%;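 further: 0% = vehicle with enzyme and substrate and 100% = no enzyme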
# Target sequence (Q9ULH1 325-724 limits assumed): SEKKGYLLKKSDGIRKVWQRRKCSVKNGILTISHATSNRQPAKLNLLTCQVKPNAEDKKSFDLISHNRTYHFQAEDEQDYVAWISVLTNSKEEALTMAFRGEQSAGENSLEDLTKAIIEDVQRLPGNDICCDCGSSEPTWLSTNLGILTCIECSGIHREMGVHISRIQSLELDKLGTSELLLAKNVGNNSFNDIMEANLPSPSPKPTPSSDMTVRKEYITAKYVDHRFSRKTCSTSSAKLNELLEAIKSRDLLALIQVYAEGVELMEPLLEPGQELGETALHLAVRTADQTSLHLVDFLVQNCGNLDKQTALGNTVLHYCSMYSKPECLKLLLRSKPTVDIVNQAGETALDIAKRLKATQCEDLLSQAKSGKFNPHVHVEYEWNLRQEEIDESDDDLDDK
# An asterisk follows results filed as active; i = inactive; . = no result given.
SMILES,Tn7 DDE FP,Tn6 DDE FP,Rev-erbA mod,sPLA2-III inh,PLC-gamma1 inh,KLK7 zymogen act,ARFGAP1 inhibitor,UHRF1 binding,PLC-beta3 inh,ASAP1 GAP inh
CCN1C(=O)/C(=C\N2CCN(c3ccccc3)CC2)SC1=S,3,-3,2,13,9,0.3,-14,5,4,14
CCOc1ccccc1/C=N/Nc1nc2c(N)ncnc2n1[C@H]1O[C@@H](CO)[C@H](O)[C@@H]1O,-3,-2,-2,12,-32,1.3,7,4,-45,15
COc1ccc(C2CC(c3cccs3)=NN2C(=O)CCC(=O)O)cc1OC (stereo not drawn),-6,-8,1,2,-2,0.8,5,-2,-6,-8
O=C(COC(=O)C1CC2C=CC1C2)Nc1cccc(S(=O)(=O)N2CCCCC2)c1 (stereo not drawn),4,1,-3,-18,4,0.0,-1,0,2,-6
Cc1ccc(NC(=O)CN(c2ccc3c(c2)OCO3)S(=O)(=O)c2c(C)n[nH]c2C)cc1,-2,4,10,-27,1,1.2,9,0,1,-1
C=C(Br)Cn1c(CCC)nc2ccccc21,5,-2,0,4,1,0.2,-7,4,0,-8
NS(=O)(=O)c1ccc(CCNC(=O)c2ccc([N+](=O)[O-])cc2[N+](=O)[O-])cc1,-8,5,3,-5,0,-0.1,-3,1,-5,8
CC1CC1C(=O)OCC(=O)Nc1ccc2[nH]c(=O)[nH]c2c1 (stereo not drawn),6,2,-3,-7,-5,-0.4,2,0,-6,1
CCOc1ccc(C(=O)Nc2ccccc2CC)cc1[N+](=O)[O-],-3,2,2,13,0,0.3,4,5,-1,2
CCOC(=O)C1(C)CCCCN1C(=O)c1ccoc1 (stereo not drawn),-1,-1,-5,0,-3,0.5,3,-1,1,3
Cc1ccc(C(=O)Nc2c(N)nc(SCC(=O)Nc3cc(C)on3)[nH]c2=O)cc1,2,2,-2,5,0,-0.7,-11,0,-4,-15
Cc1ccc(S(=O)(=O)N2CCCCC2)cc1NC(=O)COC(=O)Cc1ccc(Cl)cc1,2,-2,-4,-29,-1,0.1,-1,-1,3,-9
COc1ccc(C2=NS(=O)(=O)N(C)C(C(=O)N3CCOCC3)=C2)cc1OC,-1,0,0,6,-22,1.2,9,0,-28,-3
O=C(O)CCCCCn1c(SCC(=O)Nc2ccc(F)cc2)nc2ccsc2c1=O,-4,4,-1,1,4,0.5,-4,4,-5,0
Cn1cc(S(=O)(=O)N2CCN(C(=O)c3ccco3)CC2)c(=O)n(C)c1=O,7,1,-3,1,0,-0.4,-6,0,3,-9
Cc1ccccc1CC(=O)Nc1sc(C(C)C)cc1C(=O)N1CCOCC1,-3,3,-4,-7,5,-0.2,9,-5,-2,-7
O=C(COc1ccc2ccccc2c1)N1c2ccccc2Sc2ccccc21,5,4,3,-14,-1,0.6,-7,-3,3,5
COc1nc(-c2ccccc2)nc(-c2ccccc2)c1C,3,-1,0,-3,3,0.0,3,0,3,0
CC(=O)c1ccc(N2CCN(C(=S)Nc3ccc(Cl)c(Cl)c3)CC2)cc1,-1,2,8,3,5,-0.3,11,1,-6,18
CCCCCCNc1nc(Cl)nc(NC(C)(C)CO)n1,4,0,-1,3,2,0.6,11,1,-4,-4
O=C(Oc1cc(-c2ccccc2)no1)c1ccc(Cl)cc1,-7,-2,5,-5,0,0.2,3,1,1,8
Clc1cccc(CSc2ccc(-c3cccnc3)nn2)c1,5,2,4,-3,-2,-0.7,-1,3,-10,-2
Cc1ccc(NC(=O)CNNC(=O)c2cccc([N+](=O)[O-])c2)cc1[N+](=O)[O-],0,3,0,4,1,0.4,-8,6,3,-4
O=C1N2CCc3ccccc3C2CS(=O)(=O)N1Cc1ccc(F)cc1 (stereo not drawn),-2,-5,-3,-7,1,-0.2,.,-5,0,.
Cn1cc(-c2ccccc2C(N)=O)c(=O)c2cc(Cl)ccc21,-6,-8,-1,2,-32,2.1,9,2,-46,4
O=C1CNC(=O)N1,-4,6,2,11,3,-0.1,4,1,1,13
Cc1cc(CNC(=O)COc2ccc(C#N)cc2)c2ccccc2n1,-4,2,6,-1,-2,-0.1,10,-6,1,-1
CCN(CC)c1ccc(N=Cc2ccccc2[N+](=O)[O-])cc1,0,7,4,-1,-3,0.0,-29,-4,-4,-24
Cc1ccc(CNC(=O)c2ccc(Cn3nc(C)c(Cl)c3C)o2)cc1,2,-5,4,-9,4,0.2,9,1,1,-2
COc1ccc(-n2c(SCC(=O)Nc3nc(C)cs3)nnc2-c2ccoc2C)cc1,0,-2,3,2,4,-0.1,4,-2,2,-3
COc1ccc(Cl)c(-c2cc(C(=O)Nc3ccc(C)c(NS(C)(=O)=O)c3)[nH]n2)c1,-9,-12,5,-19,3,0.5,11,-2,6,26*
Cc1ccc2nc(SCC(=O)Nc3ccc4[nH]c(=O)[nH]c4c3)[nH]c2c1,0,-9,0,15,-2,-0.5,4,2,-11,-4
COc1ccc(CN2CC(=O)N3[C@H]4c5ccccc5OC[C@@H]4[C@H](c4ccccc4)[C@]3(C)C2=O)cc1,11,-3,1,-11,-2,-0.5,6,-2,-6,12
COc1ccc(N2CCN(c3cc(C)c4cccc(C)c4n3)CC2)cc1,-2,-7,-1,4,1,-0.3,-11,-1,-4,-1
O=C(Nc1ccc2c(c1)CCC2)c1ccccc1,12,-4,1,17,3,-0.4,-5,6,2,18
CC(C)C(=O)Nc1ccc(C(=O)NNC(=S)NC(=O)c2ccco2)cc1,-6,2,3,13,7,-0.3,1,3,-5,-8
CCc1cccc(C)c1NC(=O)c1cc(-c2ccncc2)nc2ccccc12,-2,-2,-1,-5,-13,0.3,3,-1,-18,5
CCn1c(C(=O)NCCCc2ccccc2)cc2sccc21,-6,-2,-1,-11,0,0.1,12,4,4,7
O=C(CCNC(=O)c1ccccc1)N/N=C/c1ccc([N+](=O)[O-])cc1,5,1,-4,6,0,-0.1,5,-2,4,-8
Cc1nc(C)c(C(=O)Nc2cccc(Cl)c2)o1,1,-1,-5,-2,-4,0.3,-5,-1,-5,2
O=C(O)COCC(=O)Nc1ccccc1-c1ccccc1,-3,-1,3,2,0,0.0,12,1,1,-3
Cc1ccccc1CN1[C@@H](C)[C@H](c2ccccc2)Oc2cccc(N3CCCC(C)C3)c2S1(=O)=O (stereo partly drawn),-8,-6,2,2,1,-0.4,-1,-2,2,2
O=C(COc1cccc2ccccc12)N/N=C/c1ccccc1OCc1ccc(C(=O)O)cc1,-1,3,7,2,0,0.1,-6,3,-1,2
Cc1ccc(S(=O)(=O)NN=Cc2ccc(N3CCOCC3)cc2)cc1[N+](=O)[O-],2,6,-5,5,-5,-0.9,0,-1,-12,-6
O=C(Cn1cc([N+](=O)[O-])cn1)NCc1ccccc1,11,-2,7,3,1,-0.2,-5,-3,-7,0
O=C(c1nc2nc(-c3ccc(Cl)cc3)cc(C(F)(F)F)n2n1)N1CCOCC1,-8,-4,-5,5,-23,1.9,5,3,-24,6
Cc1ccc(NC(=O)N2CCCc3ccccc32)cc1C,1,-4,-2,3,-1,0.3,0,-2,-3,4
O=C(Nc1c(-c2ccccc2)nc2ccc(Cl)cn12)c1cccs1,1,0,-2,0,2,0.7,-4,2,-1,8
O=C(O)CC(NS(=O)(=O)c1ccc2c(c1)OCCO2)c1ccccc1[N+](=O)[O-] (stereo not drawn),-4,-7,2,11,0,-0.3,4,3,-1,-8
O=C(CS(=O)(=O)c1ccc(F)cc1)N1CCN(c2ccccc2)CC1,2,3,-1,-10,-2,0.1,-6,-5,-3,-14
COc1ccc(-c2oc3ccc(N4CCOCC4)cc3c2C#Cc2ccc(N)cc2)cc1,3,2,-1,6,i,-12,11,1,i,9
Cc1ccsc1/C=N\NC(=O)c1ccc2c(c1)OCO2,-1,6,5,4,2,-0.2,-8,-3,3,7
c1ccc(Cn2ccc3ccc(-c4ccc5ccn(Cc6ccc(-c7ccccc7)cc6)c5c4)cc32)cc1,2,-11,19,-1,-32,-0.5,.,0,-43,.
CCc1nc2ccc(C(=O)N3CCN(C(=O)c4ccco4)CC3)cn2c1N(CCC(C)C)CCN(C)C,4,-8,2,15,-17,0.7,2,2,-26,11
C=CCn1c(C)nnc1SCC(=O)c1c(N)n(C2CC2)c(=O)[nH]c1=O,-6,13,3,5,-2,-0.3,6,1,-2,-14
O=C(NC1CCCCCCC1O)c1ccccc1 (stereo not drawn),-3,1,6,-4,5,0.0,6,2,5,5
COCCCNC(=O)c1ccccc1C(F)(F)F,-6,-5,1,3,2,0.3,2,2,-5,4
O=C1CCCC/C1=C\Nc1ccc(C(=O)O)c(O)c1,6,-10,3,0,-9,0.2,-13,-4,-19,0
N#Cc1cccc(S(=O)(=O)NNC(=O)C23CC4CC(CC(C4)C2)C3)c1,8,4,0,9,1,-0.3,3,4,2,-10
Cc1cc(-c2nnc(CCC(=O)NCC(C)c3ccccc3)o2)no1 (stereo not drawn),-2,3,-1,2,-1,0.4,13,1,-3,12
Cc1csc2c(=O)sc(NC(=O)c3ccco3)nc12,-4,11,-4,4,-3,-0.3,-12,-1,-8,-14
CCc1nnc(NC(=O)CCC(=O)N2CCN(CCOc3ccc(C)cc3)CC2)s1,0,3,3,1,6,0.1,9,4,14*,0
O=C(Nc1ccccc1N1CCOCC1)c1cccc(NS(=O)(=O)c2ccc(F)c(F)c2)c1,3,-10,0,-39,-1,0.9,-1,1,-2,2

# Complete entries, looked up by structure. Screens in order: Tn7 DDE FP	Tn6 DDE FP	Rev-erbA mod	sPLA2-III inh	PLC-gamma1 inh	KLK7 zymogen act	ARFGAP1 inhibitor	UHRF1 binding	PLC-beta3 inh	ASAP1 GAP inh
# CCc1nnc(NC(=O)CCC(=O)N2CCN(CCOc3ccc(C)cc3)CC2)s1 across the screens: 0	3	3	1	6	0.1	9	4	14*	0
# Cc1ccc(NC(=O)N2CCCc3ccccc32)cc1C across the screens: 1	-4	-2	3	-1	0.3	0	-2	-3	4
